Screening data as filed in PubChem.
FXIIa inh = blocks human coagulation factor XIIa activity | inhibition, % at 10 µM | P00748 | AID 701 | 0.2% of 33,000 active | purified human FXIIa, AMC substrate fluorescence, 2 h; in the data active = inhibition above about 30%;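 note: 0% = enzyme with vehicle only and 100% = no enzyme blank; many of its hits are not listed in these tables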
FXIa single inh = blocks human coagulation factor XIa activity; AID 687; 0.3% of 33,000 active; inhibition, % at 10 µM; purified human FXIa, fluorogenic AMC substrate cleavage;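 active = inhibition above 40% in the primary screen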;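 note: 0% = enzyme without compound and 100% = blank wells lacking enzyme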
Target sequence (P03951 19-387 limits assumed): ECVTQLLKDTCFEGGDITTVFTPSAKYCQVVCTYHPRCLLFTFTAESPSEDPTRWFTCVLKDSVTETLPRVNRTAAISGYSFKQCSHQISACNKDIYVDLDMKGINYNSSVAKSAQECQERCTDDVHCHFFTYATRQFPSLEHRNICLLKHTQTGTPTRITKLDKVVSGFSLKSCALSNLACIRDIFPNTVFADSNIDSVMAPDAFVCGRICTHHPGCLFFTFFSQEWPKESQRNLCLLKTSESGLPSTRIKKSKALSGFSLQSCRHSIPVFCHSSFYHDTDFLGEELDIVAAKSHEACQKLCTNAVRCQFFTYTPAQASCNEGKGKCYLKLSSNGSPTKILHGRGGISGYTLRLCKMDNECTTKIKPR
Target sequence (P03951 388-625 limits assumed): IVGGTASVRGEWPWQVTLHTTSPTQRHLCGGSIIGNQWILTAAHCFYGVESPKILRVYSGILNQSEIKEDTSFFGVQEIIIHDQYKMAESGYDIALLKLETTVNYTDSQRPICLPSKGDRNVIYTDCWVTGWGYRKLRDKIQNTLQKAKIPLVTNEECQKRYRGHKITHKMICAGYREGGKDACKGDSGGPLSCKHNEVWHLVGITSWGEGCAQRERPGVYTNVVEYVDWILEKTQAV
Starred values were filed as active, the others as inactive. Not all compounds are listed; rates above refer to the full screens.

SMILES	FXIIa inh	FXIa single inh
CC(C)CC(=O)NS(=O)(=O)c1ccc(N)cc1	-15	2
CC1CN(S(=O)(=O)c2ccc(C(=O)Nc3nnc(-c4ccc5c(c4)CCCC5)o3)cc2)CC(C)O1 (stereo not drawn)	5	12
Cc1ccc(C(=O)C2=C(O)C(=O)N(CCN3CCOCC3)C2c2ccccn2)o1 (stereo not drawn)	7	-3
O=C(COc1cccc2cccnc12)N/N=C1\SCC(=O)N1Cc1ccco1	4	-2
CC(C)(CNC(=O)c1cccs1)CNC(=O)c1cccs1	6	3
CC12COC3(C(=O)Nc4cccnc4)CC1CCC32C (stereo not drawn)	14	-3
O=C(CCCN1C(=O)c2ccccc2C1=O)Nc1c(C(=O)C2CC2)oc2ccccc12	6	6
COc1ccc(C(c2nnnn2Cc2cccs2)N2CCN(c3ccc(F)cc3)CC2)cc1OC (stereo not drawn)	-12	1
NC(=O)c1sc2cc(C(F)(F)F)cnc2c1-c1cccs1	0	3
NC1=NS(=O)(=O)NC1c1cccc(Cl)c1 (stereo not drawn)	-17	32
COc1cccc(NC(=O)CCNC(=O)Cn2ccc3ccccc3c2=O)c1	7	-2
CSc1nc2ccc(S(=O)(=O)N(C)C)cc2s1	-5	-1
O=C(Nc1cc(F)ccc1F)C1CCCO1 (stereo not drawn)	-5	14
CCOc1ccccc1C(=O)Nc1nnc(COC)s1	7	3
Cc1ccc(S/C(=N\S(=O)(=O)c2ccc(Cl)cc2)c2ccccc2)cc1	-11	29
Cn1c(=O)c2c(-c3ccc(C(C)(C)C)cc3)n(CC3CCCO3)cc2n(C)c1=O (stereo not drawn)	2	1
Cc1ccccc1OCC(O)Cn1nnc2ccccc21 (stereo not drawn)	-1	-3
CCN1CNC(=S)N(c2cc(C)ccc2C)C1	1	-5
CCc1ccccc1NC(=O)C1CC(c2ccc(F)cc2)=NO1 (stereo not drawn)	3	-3
CCC(C)(C)n1nnnc1CN1CCc2ccccc21	4	5
Nc1nc(CN2CCOCC2)cs1	4	7
CCc1ccc(C2=NN(S(C)(=O)=O)C(c3cccs3)C2)cc1 (stereo not drawn)	9	1
CC(CCc1ccccc1)NCC(O)c1ccc(O)c(C(N)=O)c1 (stereo not drawn)	2	2
O=C(NC1CCCC1)C(c1ccccc1)N(C(=O)c1ccno1)c1cccnc1 (stereo not drawn)	-14	0
O=C(Nc1ccccc1)OCCNC(=O)c1cccc(Cl)c1	9	6
N#C/C(=C1\C(=O)Nc2c(Cl)cc(Cl)cc21)c1nnc2n1CCCCC2	7	-8
CC1CCN(C(=O)c2cc3nc(-c4ccccc4)cc(-c4ccccc4)n3n2)CC1	-8	-7
CCOC(=O)c1ccccc1NC(=O)Nc1ccc(OC)c(OC)c1	-10	-3
Cc1cc(NC(=O)c2cc(-c3ccccc3)on2)no1	2	-6
CC(=O)Nc1ccc(S(=O)(=O)NC(C(=O)O)C(C)C)cc1 (stereo not drawn)	4	-7
O=c1[nH]c(SCc2n[nH]c(=S)n2-c2ccccc2)nc2sc3c(c12)CCC3	5	2
O=c1[nH]c(N2CCc3ccccc32)nc2c1CCCC2	-3	-3
Cc1cccc(NC(=O)COc2nsnc2N2CCOCC2)c1	3	-7
Cc1ccc(N(CC(O)CON=C2c3ccccc3-c3ccccc32)S(C)(=O)=O)cc1 (stereo not drawn)	5	3
Cc1ccc(C(=O)CSC2=C(C#N)C(c3ccco3)C3=C(CC(C)(C)CC3=O)N2)cc1 (stereo not drawn)	5	5
C/C(=N\OC(=O)c1cccc(Cl)c1)c1sc(C)nc1C	-7	22
CCCN(CCC)CCCNc1ccc2nnc(-c3ccc(F)cc3)n2n1	7	2
O=S(=O)(Nc1cccnc1)c1cccc(Cl)c1	-1	2
COc1ccc(N(C(=O)c2ccco2)S(=O)(=O)c2cc(Cl)c(Cl)cc2Cl)cc1	-15	21
COc1ccc(N(CC(=O)NC2CCCCC2)S(=O)(=O)c2c(C)[nH]c(=O)[nH]c2=O)cc1	6	9
CC(C)CCNC(=O)COc1ccc2c(c1)C(=O)CC(C)(C)O2	-21	10
CCCc1[nH]nc2c1C1(CCOC1C)C(C#N)=C(N)O2 (stereo not drawn)	6	-3
CC1C(=O)CC(c2ccccc2)NC1c1ccccc1 (stereo not drawn)	2	-5
CCCCNS(=O)(=O)c1ccc2nc(SCC(=O)N3CC(C)OC(C)C3)[nH]c2c1 (stereo not drawn)	7	1
O=S(=O)(c1ccc(-c2csc(=Nc3ccccc3)n2CCCN2CCOCC2)cc1)N1CCOCC1	4	11
CCOC(=O)N1CCC(NC(=O)C2CCN(C(=O)N3CC(C)Oc4ccc(C)cc43)CC2)CC1 (stereo not drawn)	8	10
CC(=O)OC1CCC(OC(C)=O)c2c1n([O-])c(C)c(C)[n+]2=O (stereo not drawn)	8	-4
CCN1C(=S)SC(=O)C1=C1C=C(C)OC(C)=C1	9	7
CCOc1ccc(OCC)c(NS(=O)(=O)c2ccc3c(c2)CCN3C(=O)C2CCC2)c1	8	1
CC(C)CCNc1nc2c(c(=O)n(Cc3cccc(F)c3)c(=O)n2C)n1C	4	-2

Next section.
SMILES	FXIIa inh	FXIa single inh
O=C(Nc1ccccc1)c1ccc2c(c1)OCCO2	5	-1
C/C=C(\C)c1nnc(NC(=O)c2ccco2)s1	5	1
Cc1nc(NC2=NCN(Cc3ccccc3)CN2)nc2ccccc12	8	-3
COc1cc(C2=NOC(C(=O)NCc3cccs3)C2)cc(OC)c1OC (stereo not drawn)	-7	-2
Cc1ccc(C(=O)Nc2nc3ccc(S(C)(=O)=O)cc3s2)s1	5	0
COC(=O)Cn1cc(C(=O)c2ccco2)c2ccccc21	6	2
O=C1CCCN1CCNC(=S)Nc1ccccc1	10	6
Cn1c(=O)c2c(ncn2CC(=O)Nc2ccccc2)n(C)c1=O	4	5
Cc1cc(C)n2ncc(C(=O)NCCc3ccccc3)c2n1	3	-1
Cc1ccc(-c2cc(NC(=O)CSc3n[nH]c(N)n3)n(-c3ccccc3)n2)cc1	3	-7
O=C(N1CCOCC1)N1CCN(C(=O)N(c2ccccc2)c2ccccc2)CC1	4	1
Cc1sc(NC(=O)CSC2=NCCS2)nc1-c1ccccc1	10	0
CCCCCOC(=O)c1ccc(OC(=O)c2cncc(Br)c2)cc1	2	4
CCN(CC)CC(O)COCCC12CC3CC(CC(C3)C1)C2 (stereo not drawn)	4	0
COc1ccc(CC(=O)Nc2nc3ccc(F)cc3s2)cc1S(=O)(=O)N1CCOCC1	1	-6
C/C(N)=C(/C#N)C(=O)COC(=O)CCC1CCCC1	6	1
Cc1nn(Cc2ccc(F)cc2)c(C)c1NC(=O)c1nn(C)cc1Cl	5	0
N#CC1=C(N)C(C#N)(C#N)[C@H](c2c(F)cccc2F)[C@H]2CC3(CC=C12)OCCO3	3	6
CCCCC(=O)Nc1ccc(C(=O)NCC(=O)OC)cc1	3	-6
COc1ccc2nc(NC(=S)N(C)C)sc2c1	8	-6
CC(=O)Nc1ccc(NC(=O)CN(c2ccccc2Cl)S(C)(=O)=O)cc1	9	2
CN(CCCNC(=O)c1ccc(/C=N/O)nc1)CCCN(C)Cc1ccccc1	3	-3
O=C(NCc1cccc(Cl)c1)c1ccco1	-1	-1
Cc1ccc(C(=O)NCCNC(=O)CN2CCOCC2)cc1	-8	-3
Cn1c(SCC(=O)NC2CCCCC2)nnc1-c1cc2cc(Cl)ccc2o1	3	6
O=C(CN(CCc1ccccc1)C(=O)CNS(=O)(=O)c1ccc(F)cc1)NCC1CCCO1 (stereo not drawn)	5	1
CNC(=O)c1sccc1-n1cccc1	10	-2
COc1ccc(/C(C)=N/NC(=O)c2ccc(CSc3cccc4cccnc34)cc2)cc1OC	3	-11
CC(=O)Nc1ccc(S(=O)(=O)NCC2CCC(C(=O)NC3CCCCCC3)CC2)cc1 (stereo not drawn)	1	1
Cc1cc(C)c2c(n1)nn1c(C3CC3)cc(C(F)(F)F)nc21	-14	5

Molecules from the list above with a cyano group, in the order listed:
SMILES	FXIIa inh	FXIa single inh
N#C/C(=C1\C(=O)Nc2c(Cl)cc(Cl)cc21)c1nnc2n1CCCCC2	7	-8
Cc1ccc(C(=O)CSC2=C(C#N)C(c3ccco3)C3=C(CC(C)(C)CC3=O)N2)cc1 (stereo not drawn)	5	5
CCCc1[nH]nc2c1C1(CCOC1C)C(C#N)=C(N)O2 (stereo not drawn)	6	-3
C/C(N)=C(/C#N)C(=O)COC(=O)CCC1CCCC1	6	1
N#CC1=C(N)C(C#N)(C#N)[C@H](c2c(F)cccc2F)[C@H]2CC3(CC=C12)OCCO3	3	6

More records follow:
SMILES	FXIIa inh	FXIa single inh
CCC(=C(c1ccc(OC)cc1)c1ccc(OC)cc1)c1cn(CC(O)CN2CCN(C)CC2)c2ccccc12 (stereo not drawn)	5	-2
CCCN(c1ccc(C(C)C)cc1)S(=O)(=O)c1c(C)noc1C	4	1
CC(=O)Nc1ccc(Oc2cc(C#N)c(C#N)cc2N2CCOCC2)cc1	5	3
CN(C)CCNc1oc(COc2ccc(Cl)cc2Cl)nc1C#N	5	9
COc1ccc(NC(=O)C2CCN(c3cc(C)nc(-c4ccccc4)n3)CC2)cc1	4	3
CCCn1c(=N)n(CCOCCOCCn2c(=N)n(CCC)c3ccccc32)c2ccccc21	5	4
O=C(O)c1ccccc1CSc1ncn[nH]1	5	-6
CC(C(=O)N1CCN(C)CC1)N1C(=O)c2ccccc2C1=O (stereo not drawn)	11	2
Cc1cc(C)c2c(=O)[nH]c(SCC(=O)c3ccc(C(C)C)cc3)nc2n1	13	-3
CCOC(=O)N1CCC(NC(=O)C2CCN(S(=O)(=O)c3c(C)noc3C)CC2)CC1	1	-5

Of the compounds above, 8 contain an NH in an aromatic ring:
SMILES	FXIIa inh	FXIa single inh
O=c1[nH]c(SCc2n[nH]c(=S)n2-c2ccccc2)nc2sc3c(c12)CCC3	5	2
O=c1[nH]c(N2CCc3ccccc32)nc2c1CCCC2	-3	-3
COc1ccc(N(CC(=O)NC2CCCCC2)S(=O)(=O)c2c(C)[nH]c(=O)[nH]c2=O)cc1	6	9
CCCc1[nH]nc2c1C1(CCOC1C)C(C#N)=C(N)O2 (stereo not drawn)	6	-3
CCCCNS(=O)(=O)c1ccc2nc(SCC(=O)N3CC(C)OC(C)C3)[nH]c2c1 (stereo not drawn)	7	1
Cc1ccc(-c2cc(NC(=O)CSc3n[nH]c(N)n3)n(-c3ccccc3)n2)cc1	3	-7
O=C(O)c1ccccc1CSc1ncn[nH]1	5	-6
Cc1cc(C)c2c(=O)[nH]c(SCC(=O)c3ccc(C(C)C)cc3)nc2n1	13	-3

Next part.
SMILES	FXIIa inh	FXIa single inh
CCOc1ccc(OCC)c(NC(=O)C2C3C=CC(O3)C2C(=O)NCc2ccco2)c1 (stereo not drawn)	5	-4
CCOC(=O)c1nn(-c2ccc(OC)cc2)c(=O)c2c(N)scc12	6	2
CC(=O)N1CN(S(=O)(=O)c2ccc(C)cc2)CC1C (stereo not drawn)	1	-4
Cc1cc(NC(=O)Cn2c(C)nc3ccccc3c2=O)ccc1Br	24	-3
CCOc1ccc(N2CC(C(=O)Nc3ccccc3F)CC2=O)cc1 (stereo not drawn)	4	7
CCCCNC(=O)CSc1nc2n[nH]c(C)c2c(=N)n1-c1cccc(Cl)c1C	7	-5
Cc1ccc(Nc2ncnc3sc(C)c(C)c23)cc1	3	-1
OC1(Cc2ccn[nH]2)CCCCC1	5	0
CN(C)C=Nc1ncc2c([nH]c3ccccc32)c1C#N	6	7
COc1cccc(OC)c1C(=O)Nc1cc(C)on1	-19	4
O=C(c1cn(-c2ccccc2)nc1-c1cccs1)N1CCN(c2ccccc2)CC1	-19	19
Cc1cccc(OC(=O)c2ccc3nccnc3c2)c1	5	21
CN1CCN(C(=O)c2ccc3c(=O)n(CCc4ccccc4)c(=S)[nH]c3c2)CC1	2	-1
CCOc1ccc(-c2nc(-c3cccnc3)no2)cc1	7	-5
COc1ccc(S(=O)(=O)N(C)CC(=O)Nc2ccccc2C(F)(F)F)cc1	5	3
COC(=O)C1=C(C)N(CCc2ccc(OC)c(OC)c2)C(=O)/C1=C\N(C)C	4	12
CCc1nn(-c2cc(Cl)ccc2OC)c2c1C(=O)CCC2	7	-9
CCOC(=O)c1ccc(Nc2nc(C)cc(=O)[nH]2)cc1	3	7
O=C(COC(=O)C1(c2ccc(Cl)cc2)CCCC1)NC1CCS(=O)(=O)C1 (stereo not drawn)	20	5
COc1nc(-c2ccc(C)cc2)ccc1-c1noc(-c2ccco2)n1	1	-1
CC(C)(CO)N=Cc1c(O)[nH]c2ccccc12	6	-8
Oc1cc2c(cc1CN1CCN(c3cccc(C(F)(F)F)c3)CC1)CCC2	7	5
Clc1ccc(OCCn2ccnc2)c(Br)c1	22	11
N/C(Cc1ccc([N+](=O)[O-])cc1)=N\OC(=O)c1ccc2ccccc2c1	3	-2
COc1cccc(NC(=O)N(C2CCCCC2)C(C)c2cccs2)c1 (stereo not drawn)	8	5
CCOC(=O)CSCc1c(C#N)c2ccccc2n1C	1	8
CCN(CC)C(=O)n1nc(C)c(CN2C(=O)c3ccccc3C2=O)c1C	6	7
Cc1cccc(N2CN=c3s/c(=C\c4ccncc4)c(=O)n3C2)c1	6	7
COc1ccc(-c2nn[nH]n2)cc1OC	6	26
CCOc1ccc(-c2nnc(NC3=NCCCCC3)o2)cc1	9	1
CCOc1ccc(N(CC(=O)Nc2ccccc2)S(C)(=O)=O)cc1	-2	3
O=C(O)CNS(=O)(=O)c1cccc2nsnc12	8	-14
CCN(CC)C(=O)C(=O)c1cccn1-c1ccccc1C#N	7	-11
CC(C)(C)n1nc2c(c1NC(=O)Cc1cccc3ccccc13)CS(=O)C2 (stereo not drawn)	3	4
CCCCSc1nc(O)c(C2OC(=O)c3c2ccc(OC)c3OC)c(=O)n1C (stereo not drawn)	-16	1
Nn1c(SCC(=O)N2CCCCCC2)nnc1-c1ccncc1	6	-7
O=C1c2ccsc2SCCN1Cc1ccc(Cl)cc1	-9	-9
CCCc1cc(NCC2CCCO2)n2c(nc3ccccc32)c1C#N (stereo not drawn)	1	-12
COc1ccc(S(=O)(=O)N2CCc3ccccc3C2)cc1OC	5	-3
COc1ccc(S(=O)(=O)NCCSC(C)(C)C)cc1	6	-9
